H9c2 TAG inh: inhibitors of triacylglycerol accumulation, primary screen, cell-based, uHTS, fluorescence, H9c2; inhibition, % at 12.5 µM; H9c2 cells, Nile Red lipid (TAG) fluorescence; cells loaded with 200 µM oleic acid; AID 651582, 2012; actives 0.66% (n = 230,000);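 active = pattern-corrected inhibition of lipid staining of at least 50% with the nuclear-stain viability signal not falling by more than 50%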;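 note: 0% = DMSO wells and 100% = triacsin C control wells; some results filed as inactive read as strong as hits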
H9c2 TAG inh DAPI viability: recorded beside H9c2 TAG inh, whose call it bears; DAPI nuclei signal change (viability), lower = more cytotoxic, %;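 whole-well DAPI fluorescence read on a plate reader as a viability signal; minus 50 percent equals half of cells still viable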
An asterisk follows results filed as active; & = joins results of further samples. Some of the compounds tested, so the mix of outcomes need not match the whole.

Molecule | H9c2 TAG inh | H9c2 TAG inh DAPI viability
O=C1c2ccccc2CC1Sc1nnc(-c2ccccn2)o1 (stereo not given) | -8 | 0
COC(=O)C1(C(C[N+](=O)[O-])c2ccco2)C(=O)NCC1c1ccccc1 (stereo not given) | 1 | -7
CCOc1c(OC(C)=O)ccc(/C=C2\N=C(SCC)SC2=O)c1[N+](=O)[O-] | -10 | 2
Cc1c([N+](=O)[O-])cc(S(=O)(=O)Nc2ccc(-c3ccc(N4CCCC4)nn3)cc2)cc1[N+](=O)[O-] | -10 | -1
Cn1c(SCC(=O)Nc2ccc(NC(=O)c3cccs3)cc2)nnc1-c1ccncc1 | 14 | -5
Cc1cccc(C(=O)NC(C(=O)Nc2ccc(S(=O)(=O)Nc3nccs3)cc2)C(C)C)c1 (stereo not given) | -7 | 2
Cn1c(=O)c(NC2CCCCC2)c2c3c(cccc31)C(=O)c1ccccc1-2 | -63 | 34
CCCCN(C(=O)C1CCN(C(=O)c2ccccc2C)CC1)c1c(N)n(CCC)c(=O)[nH]c1=O | 5 | -2
O=C(CSc1nnc(CNC(=O)c2cccs2)o1)Nc1ccc2c(c1)OCO2 | -12 | 7
CCCn1c(=O)c2ccccc2n2c(SCC(N)=O)nnc12 | -5 | 3
CCOc1ccc(C(=S)N2CCOCC2)cc1 | 6 | -1
O=c1cc(O)n(-c2ccc(F)cc2)c(=S)[nH]1 | -1 | 6
CCOC(=O)C1Nc2ccc(OC(F)(F)F)cc2C2C=CCC12 (stereo not given) | 0 | -5
CC(=O)Nc1cc2c(cc1[N+](=O)[O-])-c1ccccc1C2O (stereo not given) | 23 | 3
CC(C)Oc1ccc(S(=O)(=O)N2CCOCC2)cc1NC(=O)Cc1ccsc1 | -7 | -5
Cc1ccccc1C(=O)NCC(=O)N1CCN(C/C=C/c2ccccc2)CC1 | -2 | -11
COCCn1ccc2c(OCC(=O)Nc3ccccc3OC)cccc2c1=O | 25 | 2
COc1cc(C=NNC(=O)C(=O)Nc2cccc(Cl)c2)cc(OC)c1O | -3 | 6
CCOc1ccc(-c2noc(CCC(=O)O)n2)cc1 | 8 | -2
OC(c1cccnc1)c1nc(/C=C/c2ccc(C(F)(F)F)cc2)cs1 (stereo not given) | -10 | -1
CCC1CCCCN1S(=O)(=O)c1ccc(NC(=O)c2ccncc2)cc1 (stereo not given) | -14 | 2
CC(C(=O)N1CCc2ccccc21)N(C)CC(=O)Nc1ccccc1Cl (stereo not given) | -11 | 1
Cn1c(=S)n(/N=C/c2cccs2)c2ccccc21 | -5 | -3
Clc1ccc(-c2ccnc3nc(N4CCOCC4)nn23)c(Cl)c1 | 1 | 4
CC(=O)Nc1ccc(CN(C)c2c(C)nc3ccc(C(=O)N4CCN(C(C)=O)CC4)cn23)cc1 | -2 | -11
C[C@H](CO)N1C[C@H](C)[C@@H](CN(C)S(=O)(=O)c2cn(C)cn2)Oc2c(NC(=O)Nc3ccc4c(c3)OCO4)cccc2C1=O | 5 | 3
Cc1ccc(NS(=O)(=O)c2ccc3c(c2)CCC(=O)N3)cc1C | -4&-18 | 1&-1
CCOc1ccc(N(C(=O)Cn2nnc3ccccc32)C(C(=O)NC(C)(C)CC)c2cccn2C)cc1 (stereo not given) | 12 | -9
Cc1nn(Cc2ccccc2)c(Cl)c1/C=C1\NC(=S)NC1=O | -5 | 0
Cc1noc(C)c1NC(=O)Nc1ccc2c(c1)C(=O)N([C@@H](C)CO)C[C@@H](C)[C@H](CN(C)C(=O)Nc1cccc3ccccc13)OCCCC[C@H](C)O2 | 12 | -8

Among those listed so far, these have a Cl atom:
Molecule | H9c2 TAG inh | H9c2 TAG inh DAPI viability
COc1cc(C=NNC(=O)C(=O)Nc2cccc(Cl)c2)cc(OC)c1O | -3 | 6
CC(C(=O)N1CCc2ccccc21)N(C)CC(=O)Nc1ccccc1Cl (stereo not given) | -11 | 1
Clc1ccc(-c2ccnc3nc(N4CCOCC4)nn23)c(Cl)c1 | 1 | 4
Cc1nn(Cc2ccccc2)c(Cl)c1/C=C1\NC(=S)NC1=O | -5 | 0

Continuation.
Molecule | H9c2 TAG inh | H9c2 TAG inh DAPI viability
Cc1ccc(Oc2ccc(C(=O)NC3CCSC3=O)cn2)cc1 (stereo not given) | 10 | -5
C(=Cc1cnnc2ccccc12)c1ccccc1 | 17 | -12
CCCCc1nc(Cl)c(CO)n1Cc1ccc(-c2ccccc2-c2nn[nH]n2)cc1 | -12 | -3
CCOc1cc(C(=S)N2CCOCC2)ccc1OC(=O)c1cccc(C)c1 | -11 | 6
O=S(=O)(Nc1ncccn1)c1ccc(NC(=S)NCCc2ccc(Cl)cc2)cc1 | -16 | -4
CC(C)(O)c1nnn(-c2ccccc2)c1C(F)(F)F | 0 | -4
CCCCC(=O)NNC(=S)NCc1ccccc1 | 4 | 3
Cc1onc(-c2ccccc2)c1C(=O)N/N=C/c1ccccc1OC(C)C | -3 | -3
Cc1nnc(SCC(=O)Nc2ccc3c(c2)OCO3)o1 | 3 | -2
O=C(CCC(=O)Nc1ccccc1Cl)NNC(=O)NC1CCCCC1 | 6 | 7
Cc1ccc(NS(=O)(=O)c2cccc(C(=O)NCC(c3ccco3)N3CCCCC3)c2)cc1 (stereo not given) | -17 | 4
CC(=O)Nc1ccc(NC(=O)COC(=O)c2cnccn2)cc1 | 20 | -5
Cc1nc(NCc2ccco2)c2oc3ccccc3c2n1 | -33 | 8
CCN(CC(=O)NCc1cccs1)C(=O)/C=C/c1cc(Br)ccc1OC(F)F | 29 | 1
CC(OC(=O)/C=C/c1cccc(C(F)(F)F)c1)C(=O)NC1CCCCC1C (stereo not given) | 9 | -2

The closing three compounds of the part before lead into the next.
Molecule | H9c2 TAG inh | H9c2 TAG inh DAPI viability
Cc1nc(NCc2ccco2)c2oc3ccccc3c2n1 | -33 | 8
CCN(CC(=O)NCc1cccs1)C(=O)/C=C/c1cc(Br)ccc1OC(F)F | 29 | 1
CC(OC(=O)/C=C/c1cccc(C(F)(F)F)c1)C(=O)NC1CCCCC1C (stereo not given) | 9 | -2
Cc1cc(=O)[nH]c2c1cnn2Cc1ccccc1 | -3 | 1
Cc1ccc(NC(=O)COC(=O)c2ccc[n+]([O-])c2)c(Br)c1 | 6 | -4
N#Cc1c(-c2cccc(F)c2)cc(-c2ccccc2)nc1Br | 17 | -4
C[C@H](CO)N1C[C@H](C)[C@@H](CN(C)C(=O)c2ccc3ccn(C)c3c2)OCc2cn(nn2)CCCC1=O | 9 | 3
COc1ccccc1N(CC(=O)NC1CCCC1)C(=O)c1csnn1 | -7 | 13
CN1CCOc2cc(S(=O)(=O)NCc3ccc(S(N)(=O)=O)cc3)ccc21 | 7 | 4
Cc1cc2ccccc2n1CCNC(=O)COc1ccccc1 | -5 | 12
NC(=O)c1ccc(N=Cc2c(O)ccc3ccccc23)cc1 | -8 | 4
Cc1ccc(NS(=O)(=O)c2ccc(C(=O)NCCCN3CCOCC3)cc2)cc1 | 0 | 1
Cc1nn(C)c(N)c1[N+](=O)[O-] | -8 | 9
COc1ccc(CC(=O)NNC(=O)c2nn(Cc3ccccc3)c(=O)c3ccccc23)cc1OC | 5 | -9
O=C(OCC(=O)N1CCCCCC1)c1cnc(Cl)c(Cl)c1 | 8 | 1
O=c1cc(-c2ccsc2)oc2cc(-c3ccc4c(c3)OCO4)ccc12 | 3 | 8
Cc1ccc(Nc2cc(=O)[nH]c(=O)[nH]2)c(C)c1 | 4 | -3
CCOc1ccccc1N1CC(C(=O)Nc2cccc(S(=O)(=O)N3CCCCC3)c2)CC1=O (stereo not given) | -10 | -1
Cc1cc(C)cc(NC(=O)CN(C)CC(=O)N(CC(C)C)c2c(N)n(CC(C)C)c(=O)[nH]c2=O)c1 | 0 | 2
CCCCn1c(N)c(N(CC(C)C)C(=O)CCNC(=O)c2ccccc2Cl)c(=O)[nH]c1=O | 11 | -4
CC(NC(=O)C1CCN(C(=O)Nc2ccccc2)CC1)c1ccc(Cl)cc1 (stereo not given) | -13 | 3
CCOC(=O)c1cccnc1SCC(=O)Nc1ccc(C)cc1 | -8 | -6
CC1Cc2ccccc2N1CC(=O)NC(=O)NC1CCCCC1 (stereo not given) | 12 | 72
O=C(Nc1ccccc1)c1cc(C2CCCN(C(=O)OCc3ccccc3)C2)on1 (stereo not given) | 15 | 3
O=C(NCCCn1ccnc1)/C(=C/c1ccccc1)NC(=O)c1ccccc1 | 12 | -4
CCOc1ccc(OCC)c(C2C(C#N)=C(N)N(c3cccnc3)C3=C2C(=O)CC(C)(C)C3)c1 (stereo not given) | 5 | 1
COC(=O)c1cc(N2CCNCC2)nc2ccccc12 | -2 | 24
CCOc1ccc(C2=C/C(=C/c3cccnc3)C(=O)O2)cc1 | -15 | 4
COc1cccc(C(NC(C)=O)c2nc(-c3cccc4cccnc34)cs2)c1 (stereo not given) | 2 | -6
CCCOc1ccc(C(F)(F)F)cc1NC(=O)CCc1c(C)noc1C | -5 | 3
CCC[C@H](CN[C@@H](CNC)[C@H](C)O)NCCc1ccc(OC)cc1 | 5 | -1
O=C(Oc1cc(Cl)ccc1Cl)C1=CC=CN2CCS(=O)(=O)N=C12 | -8 | -7
Cn1nc(C(=O)OCC(=O)NCc2ccc(Cl)cc2)c2ccccc2c1=O | 10 | 1
COc1cc(OC)c2ccc(=O)oc2c1C(CC(=O)N1CCCC1)c1ccc(N(C)C)cc1 (stereo not given) | 2 | -7
O=C1CSC(c2ccccc2)N1CC12CC3CC(CC(O)(C3)C1)C2 (stereo not given) | 3 | -6
CC(C)(C)S(=O)(=O)N1C[C@@H]2CC/C=C\C/C(c3ccccc3)=C\2[C@H]1CCO | 1 | 1
COc1nc(NCc2cccnc2)nc(NC2CCCCC2)n1 | 3 | -2
CCC(CC)CN1CCC(CN2C(=O)C(=O)NC[C@@H]2[C@@H](C)CC)CC1 | 3 | -1
O=C(CSc1nc2c(c(=O)n1-c1ccc(Cl)cc1)SCC2)NCc1ccco1 | 0 | 3
CC(=O)NS(=O)(=O)c1ccc(NC(=O)c2ccc3c(c2)OCO3)cc1 | -6 | 3
Cc1cc(NC(=O)NCC(F)(F)F)no1 | 0 | -1
CCN(C(=O)CSc1nnc(SC)s1)c1c(N)n(Cc2ccccc2)c(=O)[nH]c1=O | -5 | 3
CCN(CC)C(=O)C[n+]1cccc(/C=N/O)c1 | 9 | -6
Cc1[nH]c2ccccc2c1-c1csc(NC(=O)CSCCO)n1 | -3 | 22
CN1CCN(c2ccc(CNC(=O)c3ccc(-c4cnn(C)c4)c4ccoc34)cc2)CC1 | -7 | 11
COc1ccc(C(CNC(=O)c2ccc(-c3nc4ccccc4s3)o2)N2CCCC2)cc1 (stereo not given) | 3 | 23
Cn1c2c(c(=O)n(C)c1=O)C(NC(=O)c1cccs1)(C(F)(F)F)C(=O)N2 (stereo not given) | 5 | -14
CCN(CC(=O)Nc1c(F)cccc1F)C(=O)Cc1ccsc1 | 10 | 4
COC(=O)C1=C(CCc2ccccc2)NC(=O)NC1c1ccc(Br)cc1 (stereo not given) | 19 | 7
Cn1cc(-c2nnc(-c3ccccc3)o2)c2ccccc21 | -6 | 65
CCOC(=O)NC(=O)/C(C#N)=N/Nc1ccc(F)cc1 | 20 | 9
O=C(O)C(Cc1ccc(OS(=O)(=O)Cc2ccccc2)cc1)NS(=O)(=O)Cc1ccccc1 (stereo not given) | 19 | -14
COc1cc2cc(CN(Cc3nnnn3Cc3ccco3)C3CCCCC3)c(=O)[nH]c2cc1OC | -5 | -2
CC1CCN(C(=O)c2ccc(N3C(=O)c4ccccc4C3=O)cc2)CC1 | -6 | 3
O=[N+]([O-])c1cccc(CON=Cc2cc(Cl)ccc2O)c1 | 8 | -16
Cc1cccc(C(=O)OCC(=O)NC23CC4CC(CC(C4)C2)C3)c1O | -2 | 0
CCC1CCCCN1C(=O)CSc1nnc(-c2ccc(Cl)cc2)o1 (stereo not given) | -5 | -4
CCOc1cc(CNc2ccccc2)cc(Br)c1OCc1ccccc1F | -193 | 9
Cc1cc(C)c(C)c(S(=O)(=O)Nc2ccccc2C(=O)NCCCN2CCOCC2)c1C | -3 | 11
Cc1cn2c(=O)c(C(=O)NCc3ccc4c(c3)OCO4)cnc2s1 | 19 | -13
Cc1ccc(S(=O)(=O)N2CCN(c3ccccc3)CC2)s1 | 7 | 3
CCSc1nnc(NC(=O)CSC2=NN3CCCC(=O)N=C3S2)s1 | 3 | 1
Cc1ccc(S(=O)(=O)Nc2ccccc2F)cc1C(=O)N1CCCC1 | -11 | 0

(continued)
Molecule | H9c2 TAG inh | H9c2 TAG inh DAPI viability
Cc1nn(-c2ccccc2)c(C)c1C(=O)OCC(=O)Nc1ccccc1C(F)(F)F | -7 | 0
CCCC1CCC(c2ccc(OCC)cc2)=CC1=O (stereo not given) | -8 | 2
O=C(NCC(=O)N1CCN(c2ccccc2O)CC1)c1ccc2c(c1)OCO2 | -12 | -3
CN(CC(=O)Nc1cccc(F)c1)C(=O)/C=C/c1ccc(S(=O)(=O)N2CCCCCC2)cc1 | -2 | -5
O=C(c1cccs1)n1nc(-c2ccccc2)nc1NCc1ccco1 | -3 | -10
Cc1ccc(NC(=O)c2cnccn2)c(Br)c1 | -7 | 4
Cc1ccc2c(c1)C1CN(C)CCC1N2S(=O)(=O)c1cc(C(F)(F)F)ccc1Cl (stereo not given) | 7 | 4
C/C(=N\NC(=O)c1nnn(-c2nonc2N)c1-c1ccccc1)c1cccnc1 | 0 | 0
CN(c1ccccc1)S(=O)(=O)c1ccc(Cl)nc1 | 4 | -1
CCOc1ccc(S(=O)(=O)N(C)c2ccc(OCC(=O)NCC3CCCCC3)cc2)cc1 | -11 | -5
CC(C)c1[nH]nc2c1C(C1C=CCCC1)C(C#N)=C(N)O2 (stereo not given) | -1 | -9
CCOC(=O)N1CCN(c2c(N3CCN(c4cccc(C)c4C)CC3)c(=O)c2=O)CC1 | -2 | 0
O=c1[nH]nc(Cc2ccc(-c3ccc(Cl)cc3)o2)c2ccccc12 | 3 | -15
